EPAC2 ag: agonists of human EPAC2 (RAPGEF4) | Potency, µM (titrated, usually from 154 µM), for the others: top-dose activation, usual class: activators | 360,000 tested, 0.079% active | EPAC2 activation, biochemical qHTS; response scale: 100% = 6.5 mM cAMP response | AID 720711 | Q8WZA2; note: potency is the fitted concentration of half-maximal effect; nearly all actives have a fitted effect of over 50% in size
Target sequence (Q8WZA2 whole entry, looked up): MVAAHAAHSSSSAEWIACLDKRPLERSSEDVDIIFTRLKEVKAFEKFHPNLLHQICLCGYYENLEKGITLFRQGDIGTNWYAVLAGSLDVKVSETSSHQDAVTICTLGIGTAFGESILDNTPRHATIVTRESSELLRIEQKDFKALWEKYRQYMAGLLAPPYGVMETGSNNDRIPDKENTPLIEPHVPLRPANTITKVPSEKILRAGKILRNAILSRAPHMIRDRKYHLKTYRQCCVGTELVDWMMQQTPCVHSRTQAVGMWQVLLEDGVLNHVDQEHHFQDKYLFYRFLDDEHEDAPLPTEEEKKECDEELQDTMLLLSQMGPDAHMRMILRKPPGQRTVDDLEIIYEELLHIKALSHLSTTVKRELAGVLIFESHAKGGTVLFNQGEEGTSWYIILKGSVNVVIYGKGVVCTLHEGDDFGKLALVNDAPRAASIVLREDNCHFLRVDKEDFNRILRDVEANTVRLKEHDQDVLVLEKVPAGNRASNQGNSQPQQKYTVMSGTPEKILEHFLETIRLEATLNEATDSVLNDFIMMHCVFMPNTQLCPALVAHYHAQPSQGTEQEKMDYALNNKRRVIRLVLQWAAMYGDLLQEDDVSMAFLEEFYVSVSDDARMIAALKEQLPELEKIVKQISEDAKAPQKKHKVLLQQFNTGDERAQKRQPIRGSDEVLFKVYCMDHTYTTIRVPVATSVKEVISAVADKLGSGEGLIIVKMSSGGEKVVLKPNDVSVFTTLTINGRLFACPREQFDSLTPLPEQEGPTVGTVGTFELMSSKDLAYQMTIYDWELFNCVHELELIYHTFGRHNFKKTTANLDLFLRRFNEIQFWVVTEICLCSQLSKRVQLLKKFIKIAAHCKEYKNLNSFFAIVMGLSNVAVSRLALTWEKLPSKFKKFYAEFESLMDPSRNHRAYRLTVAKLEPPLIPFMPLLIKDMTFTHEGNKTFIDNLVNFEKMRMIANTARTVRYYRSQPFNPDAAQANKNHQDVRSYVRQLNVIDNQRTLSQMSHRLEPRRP
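qHTS, titration series. 100 nM EPAC2 / 250 nM Rap1B-BODIPY-GDP / 50 uM GDP; RT; ex 480/em 540 nm, 5-min reads to 30 min. Norm. to 6.5 mM cAMP = activation.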
DRD3 agonist: activates the human D3 dopamine receptor; D3R DiscoveRx beta-arrestin cells, luminescence, 90 min; max activation, %; 410,000 tested, 0.58% active; in the data active = max activation above about 30%; note: 0% is about no effect; mostly tested at two doses, the higher about 12 µM
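Agonist mode: compounds and dopamine controls were applied to plated cells for 90 min at 37 degrees C after an overnight attachment at 1500 cells/well. Luminescent read-out followed 30 - 60 minutes at room temperature with DiscoveRx detection reagent.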
aSyn rescue: rescues yeast growth from alpha-synuclein toxicity; Yeast expressing alpha-synuclein, growth rescue, BacTiter-Glo, 24 h; Potency, µM (top dose mostly 46.1 µM), for inactives: at the top dose growth rescue (activation), most hits filed as activators; 370,000 tested, 0.14% active; note: potency is the fitted concentration of half-maximal effect; % of control where 0% means no effect; nearly all actives have a fitted effect of over 65% in size
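Screening used galactose-induced yeast with toxic alpha-synuclein levels, exposed to compound for 24 hr at 30 deg C. Cell growth, read with BacTiter-Glo luminescence, gave the measured signal.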
EPAC2 antagonist: EPAC2 (human) antagonism; 360,000 tested, 0.18% active; AID 720708; EPAC2 GEF exchange of Rap1B-BODIPY-GDP, fluorescence; Potency, µM (doses to about 114 µM), without a hit: top-dose activity, negative = inhibition, hits mostly inhibitors; Q8WZA2; note: potency is the fitted concentration of half-maximal effect; % is set by controls: 0 for no effect and ±100 for the full control effect; nearly all actives have a fitted effect of over 45% in size; many of its hits are not listed in these tables
FUS suppressor: FUS proteinopathy suppression in yeast; S. cerevisiae FUS-expressing, growth rescue, OD600, 24 h; Potency, µM (doses to about 76.6 µM), without a hit: at the highest dose growth rescue (activation), usual class: activators; 390,000 tested, 0.24% active;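 note: potency is the fitted concentration of half-maximal effect; plate controls were DMSO vehicle for no effect and reference control for full effect; nearly all actives have a fitted effect of over 55% in size; some results filed as inactive show a strong effect at the top dose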
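Quantitative HTS measuring growth restoration of FUS-toxic yeast. Galactose-induced cells (OD 0.005) were exposed 24hr at 30C to compounds at several concentrations, then absorbance at 600 nm was recorded.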
Abeta yeast res: A-beta toxicity reversal in yeast. yeast expressing A-beta42, growth rescue, OD600, 48 h; response scale: 0% DMSO, 100% iron-clioquinol control. Potency, µM (series often up to 46.1 µM), without a hit: top-dose growth rescue, actives largely listed as activators. 410,000 tested, 0.063% active. AID 1347071; note: potency is the fitted concentration of half-maximal effect; nearly all actives have a fitted effect of over 55% in size
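Yeast growth medium received pinned compounds, then yeast cells expressing toxic A-beta were added; plates incubated at 30 C for 48 hr. Growth read as absorbance at 600 nm, normalized to DMSO and equimolar FeCl3 plus clioquinol controls.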
D3 antag: D3 dopamine receptor (human) antagonism. max response, negative = inhibition, %. P35462. 360,000 tested, 2.5% active. D3R cells, DiscoveRx beta-arrestin luminescence, antagonist mode; hits give low values; in the data active = max response below about -50%; inconclusive = no clear call, values can overlap the other calls; note: % is set by controls: 0 for no effect and ±100 for the full control effect; mostly tested at two doses, the higher about 12 µM
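Cells expressing the human receptor were seeded at 1500 cells/well, incubated overnight at 37 degrees C in 5% CO2, then exposed to library compounds with dopamine controls for 90 minutes at 37 degrees C before luminescent detection.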
TDP43 rescue: inhibitors of TDP-43 toxicity in yeast. TDP-43 expressing yeast growth rescue, BacTiter-Glo, 24 h. 410,000 tested, 1.8% active. AID 652104. Potency, µM (top dose mostly 46.1 µM), for the others: at the highest dose growth rescue (activation), most hits filed as activators; note: potency is the fitted concentration of half-maximal effect; % of control where 0% means no effect; nearly all actives have a fitted effect of over 50% in size
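Cell-based yeast growth screen: TDP-43 expression induced in galactose, inoculum OD600=0.02 after raffinose pregrowth to mid-log. Read-out BacTiter-Glo luminescence at 24 hr, 30 deg C; inhibition of toxicity seen as signal increase.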
* hit, by the source's call; ? = inconclusive; . = not tested or not shown; & = joins results of further samples; ! = a repeat was not active; [ ] = dose if it differs, or a comment. Unless noted, calls come from the whole dose curve; as a rule, active = well fitted curve in the direction sought with a large enough effect; inconclusive = small, poorly fitted or top-dose-only effect, or another doubt; inactive = no such curve, though single readings can be large; an effect the other way counts as inactive or inconclusive. Not all compounds are listed, so the mix of outcomes need not match the whole.

Preview (three entries):
no.	smiles	EPAC2 ag	DRD3 agonist	aSyn rescue	EPAC2 antagonist	FUS suppressor	Abeta yeast res	D3 antag	TDP43 rescue
1	CCOc1cccc(NC(=O)C2CC(=O)N(C)C(=Nc3ccc(F)cc3)S2)c1 (stereo unspecified)	.	3	.	.	23%	16µM*	.	25µM*
2	CN(CCc1ccccc1)C(=O)CC1C(=O)NCCN1Cc1ccccn1 (stereo unspecified)	9%	14	3%	8%	3%	-7%	-6	12%
3	Cc1cccc(NC(=O)C2c3ccccc3C(=O)N3CCc4ccccc4C23)n1 (stereo unspecified)	0%	1	3%	0%	23%	-7%	-21	-5%

The whole of this part (from the top)
no.	smiles	EPAC2 ag	DRD3 agonist	aSyn rescue	EPAC2 antagonist	FUS suppressor	Abeta yeast res	D3 antag	TDP43 rescue
1	CCOc1cccc(NC(=O)C2CC(=O)N(C)C(=Nc3ccc(F)cc3)S2)c1 (stereo unspecified)	.	3	.	.	23%	16µM*	.	25µM*
2	CN(CCc1ccccc1)C(=O)CC1C(=O)NCCN1Cc1ccccn1 (stereo unspecified)	9%	14	3%	8%	3%	-7%	-6	12%
3	Cc1cccc(NC(=O)C2c3ccccc3C(=O)N3CCc4ccccc4C23)n1 (stereo unspecified)	0%	1	3%	0%	23%	-7%	-21	-5%
4	CC1Nc2ncnc(N3CCc4ccccc4C3)c2N(Cc2ccc(Br)cc2)C1=O (stereo unspecified)	6%&-6%	-17&-12	?	10%&-7%	?	17%&11%	-55*!	11µM*
5	COc1cccc(-c2ccc(=O)n(CC(=O)Nc3cc4c(cc3NC(C)=O)OCCO4)n2)c1	-6%	-62	0%	-6%	22%	-7%	12	-4%
6	c1csc(-c2nnc(NC3CCCCC3)c3ccccc23)c1	-5%	-18	0%	-1%	6%	-13%	-19	2%
7	Cc1ccc(C)c(N2CCN(S(=O)(=O)c3c(C(=O)N4CCCCC4)c(C)n(C)c3C)CC2)c1	3%	-4	2%	-23%	26%	4%	-11	-20%
8	COc1cc(Cl)ccc1OCc1cc(C(=O)N2CCC(N(C)C)C2)no1 (stereo unspecified)	10%	-15	0%	-1%	0%	-4%	-14	1%
9	COc1ccc(OC)c(CN2CCN(C(=O)CNC(=O)c3ccccc3F)CC2)c1	-2%	7	-7%	23%	5%	-3%	12	-12%
10	COC(=O)C1=CN(C2CC2)C=C(C(=O)OC)C1c1ccc(C(=O)OC)cc1	4%	4	-19%	-12%	13%	10%	-10	-18%
11	CCOC(=O)C1=C(C)OC(N)=C(C#N)C1c1cc(C)sc1C (stereo unspecified)	-22%	0	-3%	0%	-12%	-9%	-23	-13%
12	O=C1CC(c2ccccc2)Cc2nc(N3CCc4ccccc4C3)ncc21 (stereo unspecified)	10%	-3	16%	-3%	?	1%	-27	2%
13	Cc1cccc(C(=O)Nc2cccc(OCc3cc(=O)n4ccccc4n3)c2)c1	.	-11	.	.	-9%	-18%	.	7%
14	COc1cc(C(=O)N2CCN(c3ccccc3)CC2)c([N+](=O)[O-])cc1OC	-1%	-1	11%	-1%	-8%	-19%	1	5%
15	COc1ccc(NC(=O)COC(=O)CNS(=O)(=O)c2ccc(C)cc2)c(OC)c1	8%	-18	-3%	-5%	11%	-7%	1	-20%
16	O=C1c2cccnc2C(O)N1Cc1cccs1 (stereo unspecified)	-7%	17	0%	3%	2%	15%	3	-8%
17	CCOc1ccc(NC(=O)C2CCN(c3nnc(-n4c(C)ccc4C)s3)CC2)cc1	.	-5	.	.	14%	-9%	.	17%
18	Cc1cnc(C(=O)OCC(=O)Nc2cc(-c3cc(C)c(C)cc3C)nn2-c2ccccc2)cn1	4%	-13	-8%	-11%	?	3%	-6	21%
19	COC(=O)c1sccc1NC(=O)c1c(F)c(F)c(F)c(F)c1F	12%	18	-3%	-7%	-9%	-45%[inhibitor]	14	?
20	COc1cc(C(=O)NC(=S)Nc2ccc3[nH]c(=O)[nH]c3c2)cc(OC)c1OC	-6%	1	0%	-3%	3%	15%	7	-3%
21	Cc1ccc(OCC(=O)OCC(=O)NC2CC2)cc1C	7%	-3	-9%[1.84 µM]	-1%	-1%	9%	4	-5%
22	COc1ccccc1OCC(=O)NCCS(=O)(=O)N1CCN(c2ccccc2)CC1	4%	5	-1%	11%	50%	-11%	3	-15%
23	CC(=O)c1cccc(NC(=O)CN2C=NS(=O)(=O)c3ccc(C)cc32)c1	-2%	-1&0	0%	8%	5%&-6%	7%&19%	-2	8%&21%
24	CC(C)c1nc2oc3c(=O)[nH]cnc3c2c2c1CCC2	-7%	-1	1%	-2%	-32%	-4%	-3	12%
25	CCOC(=O)C(C(=O)OCC)C(Nc1cccc(Br)c1)c1ccccc1 (stereo unspecified)	6%	-5	1%	5%	18%	-32%[inhibitor]	?	13µM*

Values in list order from above.
FUS suppressor, nos. 13–22, in order: -9%, -8%, 11%, 2%, 14%, ?, -9%, 3%, -1%, 50%
DRD3 agonist, nos. 13–22, in order: -11, -1, -18, 17, -5, -13, 18, 1, -3, 5
D3 antag, nos. 13–22, in order: ., 1, 1, 3, ., -6, 14, 7, 4, 3

Other records follow:
no.	smiles	EPAC2 ag	DRD3 agonist	aSyn rescue	EPAC2 antagonist	FUS suppressor	Abeta yeast res	D3 antag	TDP43 rescue
26	OCCCN1c2ccccc2Nc2nnc(-c3ccccc3)cc21	14%	3	0%	-8%	-8%	27%	17	16%
27	Cc1cccc2cc(CN(Cc3cccs3)C(c3nnnn3C3CCCC3)C(C)C)c(=O)[nH]c12 (stereo unspecified)	10%	-1	-7%	15%	52%	-14%	2	-8%
28	C=CCc1ccc(OCCOCCNCCOC)c(OC)c1	-83%[inhibitor][15.6 µM]	-9	1%	-6%	-12%	17%	-24	-3%
29	CCOC(=O)c1sc(NC(=O)CSc2n[nH]c(CC(C)C)n2)nc1C	-1%	-4	-10%	5%	.	-5%	13	4%
30	CCc1c(C)nc2cc(-c3cccc(Br)c3)[nH]n2c1=O	26%	0	-4%	22%	-9%	-1%	-13	-16%
31	CCOC(=O)c1cc(-c2ccccc2)sc1NC(=O)CSc1nncs1	7%	-3	-2%	-2%	21%	-10%	3	-5%
32	Cc1sc(NC(=O)CN(Cc2ccccc2)C(=O)C(C)C)c(C(N)=O)c1C	2%	-1	-5%	9%	-27%	7%	-3	6%
33	COC(=O)c1ccc(C(=O)N2CCCC(Nc3ccc(F)c(F)c3)C2)cc1 (stereo unspecified)	8%	-5	13%	-4%	.	-5%	11	-12%
34	Cc1ccc(-c2noc(CN3CCCCC3)n2)cc1	8%	-5	0%	-3%	14%	4%	-1	-15%
35	O=C(NC(=S)N1CCOCC1)c1ccc(F)cc1	-10%	0	-1%	8%	18%	-13%	2	0%
36	O=C(O)Cc1sc(NCCc2ccccc2)nc1-c1ccc(F)cc1	9%	5	-5%	26%	31%	1%	-12	22%
37	Nn1c(-c2ccco2)n[nH]c1=S	7%	-6	1%	13%	6%	-8%	25	-13%
38	Cc1c(C(=O)NCc2ccccc2F)oc2ccccc12	11%	-7	2%	-10%	6%	-10%	-18	?
39	CCCCOC(=O)CSc1nc(N)c(C#N)c(-c2ccc(OC)cc2)c1C#N	19%	-1	-15%	4%	6%	15%	6	-6%
40	Cc1ccc(-c2nc(COC(=O)c3c(C)noc3C)cs2)cc1	-13%	32*	-18%	15%	11%	-10%	-16	2%
41	BrC(/C=N/N1CCN(Cc2ccccc2)CC1)=C/c1ccccc1	7%	-22	0%	-8%	2%	-18%	-29	-9%[1.82 µM]
42	NC(=O)NC(CC(=O)NNC(=O)c1ccccn1)c1ccc(Cl)cc1 (stereo unspecified)	4%	-9	0%[1.84 µM]	2%	-3%	0%	-13	3%
43	CC(C)(C)C(=O)Nc1cc(C(F)(F)F)ccc1N1CCOCC1	-6%	-5	1%	-9%	5%	18%	-20	2%
44	O=C(c1cccc(-n2cccc2)c1)N1CCN(S(=O)(=O)c2ccc(F)cc2)CC1	-4%	1	-3%	4%	?	-8%	19	-23%
45	O=C(NC(=S)Nc1cc(C(F)(F)F)ccc1N1CCOCC1)c1ccco1	1%	5	15%	?	-4%	?	9	-9%[1.82 µM]
46	CSCC[C@H](NC(=O)OC(C)(C)C)C(=O)N1CCC(C(=O)N[C@@H](C)C(=O)NC(C)c2ccccc2)CC1 (stereo partly specified)	-4%	16	1%	15%	2%	-8%	2	3%
47	Cc1cccc(N2CCN(Cc3ccoc3)CC2)c1C	9%	-32	0%	-4%	4%	-3%	-87*	-1%
48	O=C1CC(Nc2ccccc2)C(=O)N1CCc1ccccc1 (stereo unspecified)	-6%	2	10%	11%	15%	15%	-6	17%

Looked up one by one from above, three records:
no.	smiles	EPAC2 ag	DRD3 agonist	aSyn rescue	EPAC2 antagonist	FUS suppressor	Abeta yeast res	D3 antag	TDP43 rescue
38	Cc1c(C(=O)NCc2ccccc2F)oc2ccccc12	11%	-7	2%	-10%	6%	-10%	-18	?
40	Cc1ccc(-c2nc(COC(=O)c3c(C)noc3C)cs2)cc1	-13%	32*	-18%	15%	11%	-10%	-16	2%
41	BrC(/C=N/N1CCN(Cc2ccccc2)CC1)=C/c1ccccc1	7%	-22	0%	-8%	2%	-18%	-29	-9%[1.82 µM]

High-throughput results as filed in PubChem BioAssay.
